Source: PubChem
Anesthetic bind: qHTS Assay for Identification of Novel General Anesthetics; AID 485281, 2010; apoferritin/1-aminoanthracene competitive binding, fluorescence; Potency, µM (series often up to 77.5 µM), for the others: top-dose activity change, negative = displacement, hits mostly inhibitors; 350,000 compounds, 0.074% hits; Ferritin light chain (Equus caballus), P02791; further: potency means the concentration at half of the fitted maximal effect; on the % scale 0 is the no-effect control and ±100 the full control effect; nearly all actives have a fitted effect of over 20% in size
Target sequence (P02791 2-175 limits assumed): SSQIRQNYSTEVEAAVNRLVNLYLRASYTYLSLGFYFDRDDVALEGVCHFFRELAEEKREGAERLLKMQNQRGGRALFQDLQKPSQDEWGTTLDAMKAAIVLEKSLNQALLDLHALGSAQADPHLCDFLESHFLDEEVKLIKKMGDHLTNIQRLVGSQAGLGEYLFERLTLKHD
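Apoferritin-based anesthetic binding model; compound displacement of fluorescent 1-AMA measured as endpoint fluorescence after 10 minutes at room temperature, scaled to free-ligand and complex controls.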
D1 agonist: Allosteric Agonists of the Human D1 Dopamine Receptor: qHTS; HEK293 T-REx D1 cells, calcium flux, agonist mode; D(1A) dopamine receptor (Homo sapiens), P21728; activation, % at 2 µM; 360,000 compounds, 1% hits; AID 504660, 2011; in the data active means activation above about 30%; further: 0% is about no effect
Target sequence (P21728 whole entry, looked up): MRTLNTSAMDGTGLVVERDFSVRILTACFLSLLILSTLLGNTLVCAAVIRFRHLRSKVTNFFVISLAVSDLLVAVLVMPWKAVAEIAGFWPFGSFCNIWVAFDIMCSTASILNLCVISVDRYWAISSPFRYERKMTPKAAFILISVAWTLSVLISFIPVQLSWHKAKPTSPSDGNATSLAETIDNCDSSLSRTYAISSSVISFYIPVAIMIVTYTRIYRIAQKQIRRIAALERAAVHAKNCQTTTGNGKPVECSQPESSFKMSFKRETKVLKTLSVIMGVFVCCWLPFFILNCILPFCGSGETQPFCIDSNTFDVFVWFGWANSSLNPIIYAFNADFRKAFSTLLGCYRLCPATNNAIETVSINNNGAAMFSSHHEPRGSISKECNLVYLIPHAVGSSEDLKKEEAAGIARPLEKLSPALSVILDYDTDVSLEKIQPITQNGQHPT
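Agonism was scored from calcium flux recorded over 180 s (1 read/s) after pintool compound addition, following a 10-cycle baseline. Cells were inducible force-coupled HEK293 TREx D1, plated overnight at 30 C and loaded with no-wash calcium dye.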
TRHR ag: qHTS for Small Molecule Agonists and Allosteric Enhancers of Human TRH Receptor: Primary Screen for Agonists; 360,000 compounds, 0.18% hits; TRHR cells, calcium flux fluo-8, FDSS agonist mode; activation, % at 2 µM; AID 493084, 2011; Thyrotropin-releasing hormone receptor (Homo sapiens), P34981; in the data active means activation above about 30%; further: 0% is about no effect
Target sequence (P34981 whole entry, looked up): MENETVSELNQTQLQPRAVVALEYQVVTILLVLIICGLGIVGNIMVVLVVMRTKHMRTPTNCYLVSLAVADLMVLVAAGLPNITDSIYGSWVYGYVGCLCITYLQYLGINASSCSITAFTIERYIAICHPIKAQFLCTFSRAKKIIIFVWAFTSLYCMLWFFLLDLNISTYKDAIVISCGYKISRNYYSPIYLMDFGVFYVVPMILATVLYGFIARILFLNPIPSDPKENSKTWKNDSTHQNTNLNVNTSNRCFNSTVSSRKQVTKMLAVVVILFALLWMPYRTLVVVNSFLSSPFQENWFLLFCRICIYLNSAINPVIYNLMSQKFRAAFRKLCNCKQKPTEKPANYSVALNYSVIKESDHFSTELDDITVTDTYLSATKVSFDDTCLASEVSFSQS
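Steps: seed TRHR cells overnight; add fluo-8 no-wash Ca dye, RT 30 min–1.5 h; record 10 s baseline; pin-transfer compounds; monitor fluorescence 1 cycle/s for the agonist window. Calcium increases flag candidate agonists.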
D1 PAM: Potentiators of Human D1 Dopamine Receptor: qHTS. D(1A) dopamine receptor (Homo sapiens), P21728. HEK293 TREx D1 cells, calcium flux, dopamine EC20 potentiation. potentiation, % at 10 µM. 360,000 compounds, 0.036% hits. AID 504651, 2011; in the data active means potentiation above about 30%; further: 0% is about no effect
D1 antagonist: Antagonist of Human D 1 Dopamine Receptor: qHTS; D(1A) dopamine receptor (Homo sapiens), P21728; HEK293 TREx D1 cells, calcium flux, dopamine EC80; stronger effect = lower value; activity change, negative = inhibition, % at 10 µM; AID 504652, 2011; 360,000 compounds, 3.2% hits; in the data active means activity change below about -30%; further: on the % scale 0 is the no-effect control and ±100 the full control effect
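Antagonism measured as reduced calcium response to an EC80 dopamine addition following 180 s compound pre-read; cells were inducible HEK293 Trex D1 plated overnight at 30 C, read kinetically at 1 cycle/sec.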
D2 PAM: HTS Assay for Positive Allosteric Modulators of the Human D2 Dopamine Receptor: Primary Screen for Potentiators; AID 485347, 2010; HEK293 T-REx D2, calcium flux, EC20 dopamine potentiation; 340,000 compounds, 0.34% hits; D(2) dopamine receptor (Homo sapiens), P14416; potentiation, % at 10 µM;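 active means potentiation over 3 SD above the plate norm, cut at about 30% in these data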; further: 0% is about no effect
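Primary screen. Calcium kinetics in induced HEK293 T-REx D2 cells: compound pre-addition 180 s, EC20 dopamine, 180 s more.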
TRHR PAM: qHTS for Small Molecule Agonists and Allosteric Enhancers of Human TRH Receptor: Primary Screen for Enhancers. enhancement, % at 2 µM. Thyrotropin-releasing hormone receptor (Homo sapiens), P34981. TRHR cells, fluo-8 calcium fluorescence, EC20 TRH enhancement. AID 493056, 2011. 360,000 compounds, 0.66% hits; in the data active means enhancement above about 30%; further: 0% is about no effect
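Enhancer read-out: after compound pinning and an initial kinetic agonist-mode read, an EC20 of TRH (10 nM final) was injected and fluo-8 calcium signal (Ex 480/Em 530) followed at 1 s/cycle for 100 cycles in TRHR-expressing cells.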
RXFP1 ag: qHTS Assay for Agonists of the Relaxin Receptor RXFP1; Relaxin receptor 1 (Homo sapiens), Q9HBX9; HEK293T-RXFP1 cAMP TR-FRET, 30 min; response scale: percent of porcine relaxin response, buffer zero; Potency, µM (top dose mostly 57.5 µM), without a hit: top-dose activation, most hits filed as activators; 370,000 compounds, 0.3% hits; AID 2676, 2010; further: potency means the concentration at half of the fitted maximal effect; on the % scale 0 is the no-effect control and ±100 the full control effect; nearly all actives have a fitted effect of over 60% in size; many of its hits are not listed in these tables
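HEK293T cells stably expressing RXFP1 were pretreated with the PDE4 inhibitor Ro 20174, exposed to compounds for 30 min at 37C, lysed, and cAMP was read by TR-FRET. Data normalized to buffer (basal) and 29 nM porcine relaxin (100%).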
RXFP1 antagonist: qHTS Assay for Antagonists of the Relaxin Receptor RXFP1 | Relaxin receptor 1 (Homo sapiens), Q9HBX9 | HEK293-RXFP1, relaxin-stimulated cAMP HTRF, 30 min; stronger effect = lower value | activity change, negative = inhibition, % at 57.5 µM | 350,000 compounds, 0.59% hits;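 active means activity change of -60% or lower, but not beyond a set lower limit; inconclusive means change between -60% and -40%, or beyond the set limit; inactive means change above -40%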; further: on the % scale 0 is the no-effect control and ±100 the full control effect
* = called active by the depositor; ? = inconclusive; . = not tested or not shown; & = joins results of further samples; [ ] = dose if it differs, or a comment. Unless noted, the call rests on the fitted dose curve; in most records, active means well fitted curve in the direction sought with a large enough effect; inconclusive means small, poorly fitted or top-dose-only effect, or another doubt; inactive means no such curve, though single readings can be large; an effect the other way counts as inactive or inconclusive. These rows are one share of the data; count on the stated rates, not on these rows.

SMILES	Anesthetic bind	D1 agonist	TRHR ag	D1 PAM	D1 antagonist	D2 PAM	TRHR PAM	RXFP1 ag	RXFP1 antagonist
COc1ccc(NC2SC(=O)N(C)C2=O)cc1 (stereo not given)	-8%	-1	0.0	-2	-1	24	-7	2.5%	0
O=C(CSc1nnc(Cc2ccccc2)o1)NCCN1C(=O)CSC1=O	-12%	1	0.2	9	3	-4	-4	-0.2%	-2
COc1ccc(CN(C(=O)c2nsc(Cl)c2Cl)C(C(=O)NC2CCCC2)c2ccc(C)cc2)cc1 (stereo not given)	2%	6	0.2	-12	-10	-3	37*	-1.6%	-14
Cn1c(CCNC(=O)C(C)(C)C)nc2ccccc21	-6%	2	0.2	-8	-1	-6	-4	0.5%	-14
CC1CC(C#N)N(N(C)C)C1=C(C#N)C#N (stereo not given)	-1%	3	0.0	-7	-6	0	-2	4.5%	9
O=C(CN1CCOCC1)N/N=C/c1ccco1	-3%	4	0.8	5	-4	10	-3	0.8%	-2
Cc1cccc(N2CCN(C(=O)C3CCN(S(=O)(=O)c4cccc5nsnc45)CC3)CC2C)c1 (stereo not given)	-11%	1	-1.1	-2	-6	-2	-8	0.3%	-8
O=C(CCc1cn(Cc2ccc(F)cc2)c2ccccc12)NCCc1ccc(Cl)cc1	41%[activator]	15	2.6	-2	-11	2	0	-0.1%	-3
CC(=O)Nc1ccc(NC(=O)Cc2sc(C)nc2-c2ccc(C)cc2)cc1	-12%	1	0.1	-4	0	11	14	0.0%	-3
COc1ccccc1-c1nnc(SCC(N)=O)o1	9%	0	0.1	3	-6	-1	1	11%	-1
COc1cc(OC)c(NC(=O)COc2ccccc2-c2nnc(-c3ccccc3)o2)cc1Cl	5%	2	-0.7	-6	-1	-9	10	0.4%	.
Nc1nnc(SCCCC(=O)c2ccc(Br)cc2)s1	0%	14	-0.4	-5	-21	0	3	-0.3%	12
CCC(=O)N1c2ccccc2C(N(C(C)=O)c2ccccc2)CC1C (stereo not given)	5%	1	0.6	-2	33	-18	-3	2.8%	0
O=C(CN1CCCCCC1)Nc1ccc([N+](=O)[O-])cc1Br	0%	3	-1.5	6	5	1	-1	0.1%	11
O=C(Cc1ccc(S(=O)(=O)N2CCOCC2)s1)Nc1ccccc1Br	-4%	1	-1.4	0	-11	-1	-1	-0.1%	-2
Cc1ccc(NC(=O)C(OC(=O)c2cc(C)oc2C)c2ccccc2)cc1 (stereo not given)	-14%	6	0.9	0	-15	9	5	2.1%	-11
Cc1c(Cl)cccc1NC(=S)N(CCN(C)C)C(C)c1ccccn1 (stereo not given)	-5%	5	2.0	-4	4	-5	1	0.4%	13
COc1ccccc1CNC(=O)/C=C/C(=O)O	6%	4	0.7	3	10	-7	1	1.0%	7
CCN(CC)S(=O)(=O)c1ccc2oc(C(=O)Nc3cc(C)ccc3OC)c(C)c2c1	-2%	-3	0.1	-1	9	-10	3	3.7%	-5
CCCn1c(=O)c2c(nc3n2CCCN3CCc2ccccc2)n(C)c1=O	3%	3	-0.9	2	6	-3	-2	2.3%	-6
CCCCN(C(=O)c1c(CC)noc1C)c1c(N)n(CC(C)C)c(=O)[nH]c1=O	.	3	0.4	1	-5	-8	0	-2.7%	-4
CCN(CC)C(=O)CS(=O)CC(=O)Nc1cc(OCCOC)c(Cl)cc1Cl (stereo not given)	-1%	0	0.8	-2	-1	9	-2	-2.3%	-10
Cc1ccnc(NS(=O)(=O)c2ccc(NC(=O)c3cc(=O)c4ccc(C)c(C)c4o3)cc2)n1	2%	1	0.4	-1	9	-3	-3	-0.6%	-4
O=C(Nc1ccc(Oc2ccsc2C(=O)O)cc1)c1ccccc1F	-4%	0	-0.7	6	7	4	1	-2.9%	-4
CCc1ccc(CN(C)CC(O)COc2cccc3ccccc23)cc1 (stereo not given)	-15%	-1	-0.3	0	10	-1	42*	0.6%	?
CCC(=O)N1CCc2cc(Br)cc(S(=O)(=O)CCC(=O)NCc3cccc(OC)c3)c21	-3%	4	-0.6	1	-2	-6	2	0.1%	-13
Clc1ccc2c(c1)C(N1CCNCC1)Cc1ccccc1S2 (stereo not given)	2%	9	2.1	-28	-86*	-28	2	1.5%	-21
Cc1ccc2c3c([nH]c2c1)C(=O)CC(C)(C)S3	-13%	1	0.0	-2	12	12	-1	-1.0%	-16
O=C(Nc1cccc(Cl)c1)N1CC2CCCN2c2ccccc21 (stereo not given)	-23%	9	0.1	-7	2	30	14	1.2%	-6
COc1cc(-c2nnc(NC(=O)CS(=O)(=O)c3ccc(F)cc3)o2)cc(OC)c1OC	.	2	0.3	2	-4	10	3	1.5%	-9
O=C(c1ccco1)N1CCN(CC(O)Cn2c3ccccc3c3ccccc32)CC1 (stereo not given)	-20%	0	-2.2	15	13	17	5	0.1%	-8
CC(=O)Nc1ccc(C(=O)OCc2ccc(Cl)cc2)cc1	?	0	1.1	-6	-20	4	-1	-0.5%	1
CCCn1c(=O)c2ccccc2n2c(SC(C)C(N)=O)nnc12 (stereo not given)	3%	-1	0.3	1	15	.	-1	5.9%	-6
O=C1c2cccc(O)c2C(=O)c2c(O)cccc21	-11%&-10%	3	0.7	-2	-2	4	-3	6.7%	-6
COc1ccccc1NC(=S)NCCc1ccc(Cl)cc1	?	3	0.2	-10	-11	-15	-7	0.0%	10
Cc1[nH]c2ccccc2c1-c1nc2ccccc2[nH]1	-18%	14	-0.6	-12	-77*	12	7	2.3%	9

4 compounds drawn at random from the list so far:
SMILES	Anesthetic bind	D1 agonist	TRHR ag	D1 PAM	D1 antagonist	D2 PAM	TRHR PAM	RXFP1 ag	RXFP1 antagonist
Cc1[nH]c2ccccc2c1-c1nc2ccccc2[nH]1	-18%	14	-0.6	-12	-77*	12	7	2.3%	9
CC(=O)Nc1ccc(C(=O)OCc2ccc(Cl)cc2)cc1	?	0	1.1	-6	-20	4	-1	-0.5%	1
CCCn1c(=O)c2ccccc2n2c(SC(C)C(N)=O)nnc12 (stereo not given)	3%	-1	0.3	1	15	.	-1	5.9%	-6
CCc1ccc(CN(C)CC(O)COc2cccc3ccccc23)cc1 (stereo not given)	-15%	-1	-0.3	0	10	-1	42*	0.6%	?

(continued)
SMILES	Anesthetic bind	D1 agonist	TRHR ag	D1 PAM	D1 antagonist	D2 PAM	TRHR PAM	RXFP1 ag	RXFP1 antagonist
Cc1ccnc(NC(=O)c2cccc(S(=O)(=O)N3CCN(c4ccc(F)cc4)CC3)c2)c1	.	0	1.0	-1	-3	-1	-2	-0.8%	-11
COc1ccc(C2C(C(=O)Nc3ccccn3)=C(C)Nc3ncnn32)c(OC)c1 (stereo not given)	3%	-1	0.3	-7	5	11	-3	-0.1%	.
COC(=O)c1ccc(Oc2nc3c(c(=O)n(C)c(=O)n3C)n2Cc2ccc(Cl)c(Cl)c2)cc1	2%	0	-0.1	0	0	4	5	0.8%	.
O=C(Nc1c(C(=O)N2CCC(N3CCCCC3)CC2)oc2ccccc12)c1ccc(F)cc1	-4%	10	0.7	-2	4	-16	1	0.6%	8
Cc1cc(NS(=O)(=O)c2ccc(NC(=O)N[C@H](C(=O)O)C(C)C)cc2)no1	-3%	6	-0.1	-5	-1	.	4	-1.7%	-10
COc1cc2c(cc1OC)C(/C(C#N)=N\O)=NC(C)(C)C2	5%	1	0.7	-5	-8	9	-3	-0.2%	9
Fc1ccccc1Cc1ccc(Cl)nn1	-17%	1	0.1	4	11	-5	-3	0.0%	-13
COc1ccccc1CNC(=O)c1ccc(CSc2nc3ccncc3n2Cc2cccc(F)c2)cc1	36%[activator]	8	0.4	-7	-16	-9	-8	0.4%	-22
Cc1cc(S(=O)(=O)Nc2cccnc2)c(C)s1	-9%	2	0.5	2	-4	-3	6	-0.1%	8
O=S(=O)(Nc1nc2ccc(S(=O)(=O)N3CCCC3)cc2s1)c1ccc(F)cc1	-4%	2	0.0	-1	14	-1	4	-0.6%	9
Fc1cc2nccnc2cc1N1CCSCC1	12%	2	-0.5	-5	0	.	-1	4.6%	9
Cc1ccc(C(=O)NS(=O)(=O)c2ccc(C)cc2)cc1	-2%	2	0.3	-7	-23	7	11	-0.8%	-4
COc1ccccc1NC(=O)C1=C(C)Nc2nc(SCc3ccccc3)nn2C1c1cccs1 (stereo not given)	10%	11	-0.5	1	7	22	-5	1.7%	-1
O=C(CCN1C(=O)C2C3C=CC(C3)C2C1=O)Nc1ccc(F)cc1 (stereo not given)	-2%	2	0.0	-2	3	.	-1	-1.6%	7
COc1ccc2c(c1)O[C@H](c1ccc3c(c1)OCO3)[C@@H](OC(=O)N[C@H]1CCCc3ccccc31)C2=O	-19%	-2	0.7	-10	-57*	0	0	3.0%	.
COc1cc(C(=O)Nc2nnc(C3=COCCO3)o2)cc(OC)c1OC	5%	1	0.6	2	9	-3	5	0.1%	1
CC(C)N(Cc1ccccc1)C(=O)COC(=O)C1CCN(S(=O)(=O)c2ccc3c(c2)OCCO3)CC1	.	6	1.0	0	-2	3	-3	0.9%	5
COCCCNCCOCCSc1ccc(Cl)cc1	4%	9	0.3	3	-2	-22	-3	-0.1%	-7
CCN(CC)C(=O)C1CCN(Cc2ccc(Br)cc2)CC1	-4%	3	0.6	-8	-6	-22	2	0.1%	-18
Cc1ccc(-c2nnc(Nc3ccc(S(N)(=O)=O)cc3)c3ccccc23)cc1S(=O)(=O)N1CCOCC1	-13%	2	0.1	1	-15	2	-6	21%	-13
COc1ccccc1Oc1cc(C#N)c(C#N)cc1-n1nnc2ccccc21	?	4	0.7	2	31	5	0	1.6%	-32
Cc1ccc(NC(=O)c2cnc(N3CCCCC3)c3ccccc23)c(C)c1	-8%	1	0.3	-4	10	-4	6	30%	-13
COc1ccc2nc(SCC(=O)N(C)C3CCCCC3)c(C#N)cc2c1	-18%	1	0.0	0	-2	18	-1	4.0%	16
